aSyn 5UTR inh – 5' untranslated region of α-synuclein, MLPCN primary screen; inhibition, % (tested at 7.5 µM); AID 1813; alpha-synuclein 5'UTR reporter, inhibitor activity; 300,000 compounds, 0.82% hits; in the data active = inhibition above about 60%;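 also: H4 neuroglioblastoma cells stably carrying SNCA 5'UTR luciferase fusion; 0% = DMSO wells and 100% = positive control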
TRPC6 activator – activates the mouse TRPC6 cation channel. Q61143. HEK293-TRPC6 membrane potential dye fluorescence; stronger effect = higher value. B-score at 10 µM. 310,000 compounds, 0.13% hits. AID 2550;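 active = B-score of the integrated fluorescence ratio above library mean plus 3 SD, and starting fluorescence ratio within library mean plus 5 SD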;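 also: higher score means more depolarization so channel activation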
IEC-6 cytotox – counter-screen for KLF5 inhibitors: cytotoxicity in IEC-6 cells. IEC-6 cytotoxicity, luminescence viability. inhibition, % at 5 µM. 290,000 compounds, 0.78% hits. AID 1825; in the data active = inhibition above about 22%;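 also: 0% = plate median of test compound wells and 100% = cytotoxic reference compound wells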
TRPC6 inh – inhibitors of mouse TRPC6 channel; Q61143; 310,000 compounds, 1.1% hits; AID 2553; HEK293-TRPC6, membrane potential dye, ACh-evoked depolarization; stronger effect = lower value; B-score at 10 µM;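 active = B-score under library mean minus 3 SD, initial fluorescence not abnormally high, positive integrated signal ratio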;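 also: B-score derived from integrated fluorescence ratio over the kinetic read; more negative B-score means stronger inhibition of depolarization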
HIF act – HIF pathway transcriptional activation; 300,000 compounds, 0.32% hits; activation, % at 7.5 µM (by protocol); U2OS HRE-luciferase reporter, luminescence; normalized: DMSO 0%, desferrioxamine 100%;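 active = mean activation of at least 10% of the iron chelator positive control signal, with at least half of replicates also reaching 10%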
SKKanGAS inh – blocks kanamycin growth of S. pyogenes SKKanGAS strain. inhibition, % at 7.5 µM. 300,000 compounds, 1.3% hits. BacTiter-Glo, 6 h;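 active = mean replicate score, as percent of positive control median, at least 50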;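 also: strain carries kanamycin resistance gene driven by streptokinase promoter and grows in 40 µg/ml kanamycin; loss of luminescence reflects streptokinase promoter inhibition or plain growth inhibition; 0% = median of DMSO wells and 100% = positive control at its reference dose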
TRPC4 potent – allosteric potentiators of mouse TRPC4 channel. Q9QUQ5. HEK293 TRPC4beta/mu-opioid, DAMGO EC20, Fluo-4 Ca2+ flux; stronger effect = higher value. 310,000 compounds, 0.42% hits. B-score at 10 µM;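 active = B-score of calcium response area above 5 SD of library B-scores, with initial fluorescence ratio within 5 SD of library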;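 also: B-score of integrated fluorescence ratio over time as area under calcium response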
MrgX1 antagonist – antagonists of human MrgX1 receptor; Q96LB2; MRGX1-HEK293 calcium flux, Fluo-4, BAM8-22 antagonism; stronger effect = lower value; B-score at 10 µM; 310,000 compounds, 1.3% hits; AID 588676;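 active = calcium-response B-score plate-corrected more than 3 library SD below zero, starting fluorescence within 5 deviations, no agonist response on first addition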;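 also: peak minus trough fluorescence over baseline after final BAM8-22 challenge near maximal dose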
Target sequence (Q96LB2 whole entry, looked up): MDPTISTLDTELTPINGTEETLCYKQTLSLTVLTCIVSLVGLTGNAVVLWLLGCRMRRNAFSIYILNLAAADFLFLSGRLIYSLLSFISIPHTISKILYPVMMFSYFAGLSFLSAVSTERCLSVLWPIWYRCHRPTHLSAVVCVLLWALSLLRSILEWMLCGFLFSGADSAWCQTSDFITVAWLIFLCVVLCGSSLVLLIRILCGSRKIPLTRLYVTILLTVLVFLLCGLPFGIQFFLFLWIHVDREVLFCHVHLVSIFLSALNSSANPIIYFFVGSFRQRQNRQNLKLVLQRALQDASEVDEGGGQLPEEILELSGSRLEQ
KLF5 inhibitor – suppresses KLF5 promoter-driven expression | AID 1700 | inhibition, % at 5 µM | 290,000 compounds, 0.23% hits | DLD-1 KLF5 promoter-luciferase reporter, luminescence;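 active = inhibition above a per-plate limit of that plate's mean compound inhibition plus 3 SD, cut at about 60% in these data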;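 also: 0% = DMSO wells and 100% = LY294002 at 200 µM; higher means less KLF5 promoter-driven luciferase light; inactives centre near -14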
TRPC4 act – activators of mouse TRPC4 channel. HEK293 TRPC4beta/mu-opioid, Fluo4 calcium fluorescence; stronger effect = higher value. 310,000 compounds, 0.49% hits. B-score at 10 µM. Q9QUQ5;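 active = B-score above 5 SD of library B-scores, and initial fluorescence ratio not above library mean plus 5 SD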;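 also: positive B-score marks a calcium rise read as TRPC4 activation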
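Assay system: HEK293 stable line with TRPC4beta plus mu-opioid receptor. Times: dye 45 min RT, read 110 s. Measured by: kinetic Fluo4 calcium fluorescence. Measure: B score of integrated ratio. Controls: assay buffer as low control, maximal DAMGO as high control.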
TRPC4 inh – TRPC4 (mouse) channel inhibition; Q9QUQ5; HEK293 TRPC4beta/mu-opioid, DAMGO-evoked Fluo4 calcium flux; stronger effect = lower value; B-score at 10 µM; 300,000 compounds, 0.39% hits;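 active = B-score over 3 SD under the library average, no early fluorescence shift, positive overall ratio signal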
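System: stable TRPC4beta/mu-opioid receptor HEK293 cells; Dosing: single-point compound dosing; Measured by: Fluo4 Ca2+ flux fluorescence; Read-out basis: per-well B score of integrated baseline-normalized Fluo4 ratio.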
* marks the source's active call; other numbers are inactive results; i = inactive; / = not tested or not shown. Outcome played no part in choosing rows. About 5.8% of those tested had a hit in this group.

no.	compound	aSyn 5UTR inh	TRPC6 activator	IEC-6 cytotox	TRPC6 inh	HIF act	SKKanGAS inh
1	COc1ccccc1CCNC(=O)C1CCN(c2nnc(C)c3c(C)n(-c4ccc(C)cc4)nc23)CC1	8	i	9	i	-2.7	8
2	CC(=O)Nc1ccc(NC(=O)c2ccc(CSc3ccccc3)o2)cc1	21	i	-5	i	0.0	-4
3	O=C(Nc1ccc(Cl)cc1)Nc1ccc2c(c1)N1CCN=C1S2	-33	i	0	i	3.5	6
4	CCn1cc(CN2CCN(Cc3ccccc3)C(CCO)C2)c2ccccc21 (stereo not drawn)	9	i	0	i	-2.3	-4
5	COc1ccc(OCCC(=O)NCC23CC4CC(CC(C4)C2)C3)cc1	4	i	3	i	-1.8	-11
6	O=C(CSc1nc2ccc(Cl)cc2[nH]1)Nc1ccc2c(c1)CCC2	-14	i	5	i	-0.2	11
7	Cc1ccc(N2CCN(C(=S)c3ccc(N(C)C)cc3)CC2)cc1	-61	i	-8	i	1.3	-6
8	Cc1ccc(C(NC(=O)NN2CCN(C)CC2)C(Cl)Cl)cc1F (stereo not drawn)	-45	i	0	i	-0.7	-1
9	Cc1cccc(/C=C/c2onc(C)c2S(=O)(=O)N2CCC(C(=O)N3CCCCCC3)CC2)c1	23	i	-3	i	-0.4	18
10	Cc1ccc(C(=O)c2c[nH]c(C(=O)NCCCN3CCOCC3)c2)cc1	-8	i	0	i	0.3	3
11	O=C(O)c1cccc(N2CCCCS2(=O)=O)c1	0	i	2	i	0.6	0
12	COc1ccccc1C(=O)Nc1cc2ccccc2oc1=O	-172	i	2	i	3.3	-2

no.	TRPC4 potent	MrgX1 antagonist	KLF5 inhibitor	TRPC4 act	TRPC4 inh
1	i	i	-1	i	i
2	i	i	-3	i	i
3	i	-5.2*	-25	i	i
4	i	i	-36	58*	i
5	i	i	-3	i	i
6	i	i	-22	i	i
7	i	i	-37	i	i
8	i	i	-28	i	i
9	i	i	-15	i	i
10	i	i	-34	i	i
11	i	i	-8	i	i
12	i	i	-24	i	i

Shown as a hit in TRPC4 act (from the list above):
No. | Structure | aSyn 5UTR inh | TRPC6 activator | TRPC4 potent | MrgX1 antagonist | KLF5 inhibitor | TRPC4 act
4 | CCn1cc(CN2CCN(Cc3ccccc3)C(CCO)C2)c2ccccc21 (stereo not drawn) | 9 | i | i | i | -36 | 58*

Remaining list, next part:
no.	compound	aSyn 5UTR inh	TRPC6 activator	IEC-6 cytotox	TRPC6 inh	HIF act	SKKanGAS inh
13	Cc1ccc(N2C(=O)N(CC(=O)Nc3cccc(Cl)c3)C(=O)C2C)cc1 (stereo not drawn)	-5	i	/	i	1.2	-14
14	COc1cccc(CN(C)C(=O)CCc2nnc(-c3ccsc3)o2)c1	-80	i	-4	i	3.7	8
15	O=C(NCCc1ccccc1)C1CCN(C2CCN(Cc3ccco3)CC2)CC1	-14	i	2	i	-0.3	3
16	O=C(c1cccc(C(F)(F)F)c1)c1c[nH]c(C(=O)NCCCN2CCOCC2)c1	7	i	0	i	0.1	0
17	CC1=C/C(=C/N(C)c2ccccc2)C(=O)S1	-1	i	0	i	0.2	3
18	COc1ccc(C)cc1N(CC(=O)Nc1cccnc1)S(=O)(=O)c1ccc(C)cc1	-9	i	-5	i	-0.6	-1
19	COc1cc(CO)c(OC)c([N+](=O)[O-])c1	-16	i	-4	i	0.1	-2
20	O=C(Cc1ccc2cccnc2c1)c1ccc(O)cc1O	-12	i	-4	i	1.7	-18
21	Clc1ccccc1C1CC(c2ccccc2)Nc2ncnn21 (stereo not drawn)	8	i	3	i	-0.3	-2
22	CN(C)/C=C1\C(=O)NN=C1C(F)(F)F	-2	i	-4	i	0.0	-8
23	CN(Cc1ccccc1F)C(=O)c1ccc(NS(=O)(=O)c2ccc3[nH]c(=O)[nH]c3c2)cc1	8	i	/	i	0.6	1
24	COc1cccc(CN(C)C(=O)c2cc(-c3ccc(OC)c(OC)c3)nc3ccccc23)c1	17	i	-1	i	-0.7	9

no.	TRPC4 potent	MrgX1 antagonist	KLF5 inhibitor	TRPC4 act	TRPC4 inh
13	i	i	/	i	i
14	i	i	-36	i	i
15	i	i	-9	i	i
16	i	i	-7	i	i
17	i	i	-4	i	i
18	i	i	21	i	i
19	i	i	-35	i	i
20	i	i	-43	i	i
21	i	i	12	i	i
22	i	i	-46	i	i
23	i	i	/	i	i
24	i	i	-24	i	i

Ordered by molecular weight (ascending): part of the list above.
no.	compound	aSyn 5UTR inh	TRPC6 activator	IEC-6 cytotox	TRPC6 inh	HIF act	SKKanGAS inh
19	COc1cc(CO)c(OC)c([N+](=O)[O-])c1	-16	i	-4	i	0.1	-2
17	CC1=C/C(=C/N(C)c2ccccc2)C(=O)S1	-1	i	0	i	0.2	3
20	O=C(Cc1ccc2cccnc2c1)c1ccc(O)cc1O	-12	i	-4	i	1.7	-18
15	O=C(NCCc1ccccc1)C1CCN(C2CCN(Cc3ccco3)CC2)CC1	-14	i	2	i	-0.3	3
16	O=C(c1cccc(C(F)(F)F)c1)c1c[nH]c(C(=O)NCCCN2CCOCC2)c1	7	i	0	i	0.1	0
18	COc1ccc(C)cc1N(CC(=O)Nc1cccnc1)S(=O)(=O)c1ccc(C)cc1	-9	i	-5	i	-0.6	-1

no.	TRPC4 potent	MrgX1 antagonist	KLF5 inhibitor	TRPC4 act	TRPC4 inh
19	i	i	-35	i	i
17	i	i	-4	i	i
20	i	i	-43	i	i
15	i	i	-9	i	i
16	i	i	-7	i	i
18	i	i	21	i	i

Three entries from above, field by field.
17: CC1=C/C(=C/N(C)c2ccccc2)C(=O)S1
  aSyn 5UTR inh: -1 | TRPC6 activator: i | IEC-6 cytotox: 0 | TRPC6 inh: i | HIF act: 0.2 | SKKanGAS inh: 3 | TRPC4 potent: i | MrgX1 antagonist: i | KLF5 inhibitor: -4 | TRPC4 act: i | TRPC4 inh: i

18: COc1ccc(C)cc1N(CC(=O)Nc1cccnc1)S(=O)(=O)c1ccc(C)cc1
  aSyn 5UTR inh: -9 | TRPC6 activator: i | IEC-6 cytotox: -5 | TRPC6 inh: i | HIF act: -0.6 | SKKanGAS inh: -1 | TRPC4 potent: i | MrgX1 antagonist: i | KLF5 inhibitor: 21 | TRPC4 act: i | TRPC4 inh: i

19: COc1cc(CO)c(OC)c([N+](=O)[O-])c1
  aSyn 5UTR inh: -16 | TRPC6 activator: i | IEC-6 cytotox: -4 | TRPC6 inh: i | HIF act: 0.1 | SKKanGAS inh: -2 | TRPC4 potent: i | MrgX1 antagonist: i | KLF5 inhibitor: -35 | TRPC4 act: i | TRPC4 inh: i

(cont.)
no.	compound	aSyn 5UTR inh	TRPC6 activator	IEC-6 cytotox	TRPC6 inh	HIF act	SKKanGAS inh
25	CCOc1ccccc1N1CCN(C(=S)NC(=O)C23CC4CC(CC(C4)C2)C3)CC1	40	i	3	i	404*	3
26	O=C(CCn1c(=O)sc2ccccc21)Nc1cccnc1	-22	i	-1	i	0.0	2
27	O=S(=O)(Cc1ccccc1Cl)NCCOc1ccccc1	18	i	-1	i	-0.2	-7
28	O=C(Cn1cnc2ccccc2c1=O)N1CCOCC1	20	i	1	i	-0.6	-1
29	COc1ccccc1CN1C[C@@H]2C[C@@H](c3ccc(C)c(C)c3)N3CCC[C@@]23C1=O	-1	i	-1	i	-0.3	2
30	COc1ccc(-c2cc(=Nc3ccc(C)cc3)c3ccccc3o2)cc1	16	i	0	-8.8*	2.1	17
31	CC(C)=CCN1CCC(n2nccc2NC(=O)c2ccccc2Cl)CC1	-2	i	1	i	-0.1	-3
32	Cn1cnnc1SCC(=O)NCCc1ccc(Cl)cc1Cl	1	i	-2	i	-0.5	-8
33	c1ccc(-c2cnc(-c3ccccn3)nn2)cc1	-38	i	/	i	0.8	-2
34	C=C1CCC[C@]2(C)C[C@H]3OC(=O)C(CNCC(OC)OC)[C@H]3CC12 (stereo partly drawn)	-37	i	-1	i	-0.9	4
35	COCCN1CCN(C(=O)c2ccc3nc(Cc4ccc(OC)c(OC)c4)oc3c2)CC1	8	i	2	i	0.8	4
36	CCSc1nc2ccccc2n1Cc1cccc([N+](=O)[O-])c1	32	i	1	i	0.2	2

no.	TRPC4 potent	MrgX1 antagonist	KLF5 inhibitor	TRPC4 act	TRPC4 inh
25	i	i	-23	i	i
26	i	i	-51	i	i
27	i	i	1	i	i
28	i	i	16	i	i
29	i	i	-42	i	i
30	i	i	-43	i	i
31	i	i	-29	i	i
32	i	i	-21	i	i
33	i	i	/	i	i
34	i	i	-23	i	i
35	i	-5.9*	2	i	i
36	i	i	-30	i	i

More results follow.
no.	compound	aSyn 5UTR inh	TRPC6 activator	IEC-6 cytotox	TRPC6 inh	HIF act	SKKanGAS inh
37	CC(=O)C1=C(c2ccccc2)NC(=S)NC1c1cc(Cl)c(OC(C)C)c(Cl)c1 (stereo not drawn)	21	i	5	i	0.0	21
38	O=C(c1cc2c(s1)CCC2)N1C(=O)c2ccccc2S1(=O)=O	-9	i	-3	i	-1.1	-6
39	COc1cccc(OC)c1C(=O)Nc1ccc(N2CCN(C(=O)c3ccco3)CC2)cc1	-17	i	4	i	0.5	-1
40	CCC(=O)NNc1ncnc2c1cnn2C	4	i	9	i	-0.9	-5
41	Cc1cc(C)cc(NC(=O)CSc2nc(N)c(NC(=O)c3ccc(Br)o3)c(=O)[nH]2)c1	2	i	5	i	-0.1	1
42	CCCC(=O)Nc1cc(-c2nc3ncccc3o2)ccc1C	-11	i	-2	i	-0.2	3
43	COC(=O)c1ccc(NC(=S)NCCc2ccccc2)cc1	-31	i	4	i	0.0	-10
44	Cc1cc(C)cc(-n2c(C)cc(/C=N/NC(=O)c3ccncc3)c2C)c1	5	i	2	i	-0.6	2
45	O=c1c2ccccc2nnn1CSc1nc2ccccc2c(=O)n1Cc1ccco1	42	i	/	i	0.3	0
46	CCn1c(SCC(=O)NC2CCCC2)nnc1-c1ccoc1C	18	i	5	i	-1.1	-1
47	O=C1CC(N2CCN(c3ccccn3)CC2)C(=O)N1c1ccc(Cl)cc1 (stereo not drawn)	14	i	1	i	0.6	8
48	Cc1ccc(CSc2ccc3nnc(-c4ccccn4)n3n2)cc1	-9	i	-2	i	0.3	0

no.	TRPC4 potent	MrgX1 antagonist	KLF5 inhibitor	TRPC4 act	TRPC4 inh
37	12*	i	-5	i	i
38	i	i	-12	i	i
39	i	i	-22	i	i
40	i	i	-14	i	i
41	i	i	-40	i	i
42	i	i	-8	i	i
43	i	i	2	i	i
44	i	i	-22	i	i
45	i	i	/	i	i
46	i	i	-26	i	i
47	i	i	-27	i	i
48	i	i	-16	i	i

Compound activity as filed in PubChem.
